TRHR PAM = TRH receptor (human) allosteric enhancement; AID 493056; enhancement, % at 2 µM; P34981; TRHR cells, fluo-8 calcium fluorescence, EC20 TRH enhancement; actives 0.66% (n = 360,000); in the data active = enhancement above about 30%; note: 0% is about no effect
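Enhancer read-out: after compound pinning and an initial kinetic agonist-mode read, an EC20 of TRH (10 nM final) was injected and fluo-8 calcium signal (Ex 480/Em 530) followed at 1 s/cycle for 100 cycles in TRHR-expressing cells.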
Pin1 inh = blocks the human prolyl isomerase Pin1; Potency, µM (titrated, usually from 115 µM), without a hit: top-dose activity, negative = inhibition, usual class: inhibitors; actives 0.009% (n = 390,000); Pin1 FP peptide displacement, HiFluor488, 10 min; Q13526; active = well fitted inhibition curve with a large enough effect in the polarisation, with a control signal flat, not every such curve was filed as active; inconclusive = small, poorly fitted or top-dose-only effect, or effect the other way, or a change in a side signal; inactive = no such curve, though single readings can be large or run the other way; the % refers to the polarisation; note: potency is the fitted concentration of half-maximal effect; % is set by controls: 0 for no effect and ±100 for the full control effect
Target sequence (Q13526 whole entry, looked up): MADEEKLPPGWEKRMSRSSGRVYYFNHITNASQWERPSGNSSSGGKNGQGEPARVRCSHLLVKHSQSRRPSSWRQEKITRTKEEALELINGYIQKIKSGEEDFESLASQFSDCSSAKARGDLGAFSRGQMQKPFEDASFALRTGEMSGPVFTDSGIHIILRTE
TRHR agonist = TRH receptor (human) agonism; P34981; TRHR cells, calcium flux fluo-8, FDSS agonist mode; activation, % at 2 µM; actives 0.18% (n = 360,000); AID 493084; in the data active = activation above about 30%; note: 0% is about no effect
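Read-out: compound-evoked intracellular calcium rise in TRHR cells, fluo-8 dye, kinetic FDSS fluorescence at 1 s/cycle following a 10-cycle baseline. Cells cultured overnight before dye loading (30 min–1.5 h, RT).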
USP1-UAF1 inh = inhibitors of human USP1/UAF1 deubiquitinase | Potency, µM (titrated, usually from 57.1 µM), for the others: top-dose activity change, negative = inhibition, hits mostly inhibitors | AID 743255 | actives 0.23% (n = 390,000) | O94782 | recombinant USP1/UAF1, Ub-Rhodamine cleavage fluorescence; note: potency is the fitted concentration of half-maximal effect; % is set by controls: 0 for no effect and ±100 for the full control effect; nearly all actives have a fitted effect of over 60% in size; inactives centre near -12
Target sequence (O94782 whole entry, looked up): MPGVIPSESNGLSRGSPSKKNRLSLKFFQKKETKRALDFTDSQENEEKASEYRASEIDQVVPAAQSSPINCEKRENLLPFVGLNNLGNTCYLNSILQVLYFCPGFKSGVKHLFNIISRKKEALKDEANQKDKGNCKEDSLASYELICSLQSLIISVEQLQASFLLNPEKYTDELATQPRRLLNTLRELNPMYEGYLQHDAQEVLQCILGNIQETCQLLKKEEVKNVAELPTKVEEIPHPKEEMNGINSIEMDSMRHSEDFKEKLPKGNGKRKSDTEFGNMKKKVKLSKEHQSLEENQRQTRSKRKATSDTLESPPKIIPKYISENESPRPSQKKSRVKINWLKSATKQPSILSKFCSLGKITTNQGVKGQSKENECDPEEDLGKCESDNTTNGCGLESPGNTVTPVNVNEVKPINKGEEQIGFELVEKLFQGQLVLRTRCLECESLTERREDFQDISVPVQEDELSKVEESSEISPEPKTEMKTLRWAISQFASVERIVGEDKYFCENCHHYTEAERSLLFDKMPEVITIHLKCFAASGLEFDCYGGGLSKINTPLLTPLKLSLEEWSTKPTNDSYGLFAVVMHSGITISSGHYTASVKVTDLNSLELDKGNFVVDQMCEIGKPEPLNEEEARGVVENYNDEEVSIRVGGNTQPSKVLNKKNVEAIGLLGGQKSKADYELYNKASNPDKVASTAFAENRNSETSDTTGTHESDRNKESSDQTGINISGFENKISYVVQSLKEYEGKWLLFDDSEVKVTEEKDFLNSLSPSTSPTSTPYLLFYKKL
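Step one: compound is pinned into 1nM USP1/UAF1 in HEPES pH 7.8 buffer with TCEP. Step two: 15 min room-temperature incubation. Step three: Ub-Rho (150nM final) starts cleavage, tracked by fluorescence over six one-minute reads.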
rTrxR1 inhibitor = blocks rat thioredoxin reductase 1; O89049; recombinant rTrxR1, NADPH fluorescence consumption, selenite substrate; Potency, µM (series often up to 114 µM), without a hit: at the top dose activity change, negative = inhibition, hits mostly inhibitors; actives 1% (n = 390,000); AID 588453; note: potency is the fitted concentration of half-maximal effect; % is set by controls: 0 for no effect and ±100 for the full control effect; nearly all actives have a fitted effect of over 65% in size
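Rat TrxR1 (90 nM in the dispensed reagent) was pre-reduced with 400 uM NADPH for 5 min at room temperature, then incubated with compound for 15 min. After 400 uM selenite was added, NADPH fluorescence (Ex 340/Em 450 nm) was followed for 8 min.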
TrxR1 substrate = rat thioredoxin reductase 1 substrate activity; O89049; purified TrxR1 substrate turnover, NADPH consumption readout; Potency, µM (titrated, usually from 114 µM), inactives show at the top dose activity change, negative = substrate turnover; actives 0.01% (n = 390,000); AID 588456; note: potency is the fitted concentration of half-maximal effect; % is set by controls: 0 for no effect and ±100 for the full control effect; nearly all actives have a fitted effect of over 50% in size
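Rat TrxR1, dispensed at 90 nM, was prereduced with 400 uM NADPH (final) for 5 min at ~22 deg C, then incubated with compound 15 min before 400 uM selenite. A first-read NADPH fluorescence drop versus no-compound background flagged substrates.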
D2 antag = antagonists of human D2 dopamine receptor; P14416; HEK293 TREx D2 cells, calcium flux, dopamine EC80; inhibition, % at 10 µM; actives 2% (n = 340,000); in the data active = inhibition above about 30%; note: 0% is about no effect
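Tetracycline-induced HEK293 TREx cells expressing D2 receptor forced-coupled to calcium signalling, loaded with no-wash calcium dye. Compounds added and calcium flux read 180 s, then dopamine added at EC80 and read a further 180 s.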
mIDH1 inhibitor = blocks human mutant IDH1 R132H enzyme; IDH1-R132H enzyme, NADPH consumption, diaphorase/resazurin fluorescence; Potency, µM (titrated, usually from 76.6 µM), inactives show at the highest dose activity change, negative = inhibition, actives largely listed as inhibitors; actives 0.093% (n = 390,000); O75874; AID 602179; note: potency is the fitted concentration of half-maximal effect; % is set by controls: 0 for no effect and ±100 for the full control effect; nearly all actives have a fitted effect of over 65% in size
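IDH1-R132H (0.5 ug/mL) preincubated 30 min with compound, then NADPH (0.016 mM) and alpha-KG (2 mM) added; 80 min at RT, pH 7.5. Remaining NADPH coupled via diaphorase/resazurin to fluorescence (540/590 nm); concentration-response curves normalized to no-enzyme control.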
D2 ag = activates the human D2 dopamine receptor. P14416. HEK293 T-REx D2 cells, calcium flux agonist mode. activation, % at 2 µM. actives 0.53% (n = 340,000);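 active = activation over 3 SD above normal in the single-dose calcium agonist read, cut at about 30% in these data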; note: 0% is about no effect
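In this primary screen, compounds producing a positive calcium signal within 180 s of addition to tetracycline-induced, force-coupled HEK293 Trex D2 cells are flagged; cells are dye-loaded with a no-wash calcium kit beforehand.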
* = called active by the depositor; ? = inconclusive; . = no result given; & = joins results of further samples; [ ] = dose if it differs, or a comment. Unless noted, calls come from the whole dose curve; as a rule, active = well fitted inhibition curve with a large enough effect; inconclusive = small, poorly fitted or top-dose-only effect; inactive = no such curve, though single readings can be large or run the other way. Only part of the results is shown; the hit share may differ from the screen's.

Results follow in this order: D2 ag	rTrxR1 inhibitor	D2 antag	mIDH1 inhibitor	Pin1 inh	TRHR PAM	USP1-UAF1 inh	TRHR agonist	TrxR1 substrate
1. CCOc1ccc(NC(=O)CNC(=O)c2cccs2)cc1
  0.2	21%	15	4%	2%	4	1%	0.4	4%
2. Cc1ccccc1-c1nnc(SCC(=O)Nc2ccc3c(c2)OCCO3)n1N
  0.0	-7%	-26	4%	-8%	0	-11%	-0.5	-6%
3. O=C(Nc1ccc2c(c1)OCCO2)c1c[nH]c(=O)n(-c2ccc(F)c(Cl)c2)c1=O
  0.3	4%	-4	-2%	8%	4	-17%	1.1	-1%
4. CSCC[C@H](NC(=O)[C@@H]1Cc2ccccc2CN1)C(=O)NC(C)c1ccccc1 (some centres undefined)
  0.3	21%[57.1 µM]	13	-15%	-3%	0	-14%	-0.3	5%[57.1 µM]
5. CCOC(=O)/C(C)=N/NC(=O)c1cccc([N+](=O)[O-])c1
  0.6	5%[57.1 µM]	-4	-1%	-4%	2	-8%	-1.7	3%[57.1 µM]
6. CC(=O)c1ccc(N(C(=O)c2csnn2)C(C(=O)NC2CCCC2)c2ccccc2)cc1 (centres undefined)
  0.1	0%	-1	2%	-8%	4	-6%	1.3	-7%
7. CC(Oc1cc2oc(=O)c3c(c2cc1Cl)CCCC3)C(=O)NCc1cccnc1 (centres undefined)
  -0.3	15%	3	1%	-15%	-4	-21%	-0.2	31%
8. CC(SCc1ccccc1)C(=O)Nc1ccccc1 (centres undefined)
  -0.1	-4%	4	5%	-4%	0	-16%	-0.4	-2%
9. O=C(CN1CCOc2ccccc21)N1CCN(c2cccc(Cl)c2)CC1
  .	13%[57.1 µM]	.	16%	2%	.	-20%	.	10%[57.1 µM]
10. COc1ccc(CCOC(=O)c2cccc(NC(C)=O)c2)cc1
  -0.3	24%	10	-3%	-1%	-4	-16%	-0.8	-1%
11. COc1ccc(CCNC(=O)c2ccc(CN3CCOCC3)cc2)cc1
  -0.6	16%	-7	-1%	-1%	-1	-8%	-0.6	6%
12. COc1ccc2c(c1)CC(C(=O)Nc1ccc(Cl)cc1)/C(=N/O)O2 (centres undefined)
  .	24%	.	0%	0%	0	-14%	0.9	4%
13. C=CCn1c(SCc2c(C)noc2C)nnc1C1COc2ccccc2O1 (centres undefined)
  -0.3	2%[57.1 µM]	3	1%	-2%	0	-23%	-0.6	3%[57.1 µM]
14. CCC(C)NC(=O)Nc1ccc2c(c1)N(C)C(=O)c1ccccc1S2 (centres undefined)
  7.4	-1%[57.1 µM]	7	0%	-3%	-3	-12%	0.6	-1%[57.1 µM]
15. COc1cccc(NC(=O)CNC(=O)Cn2c(C)cc3ccccc3c2=O)c1
  -0.1	22%	.	20%	-9%	3	-27%	-0.1	5%
16. O=C(c1ccccc1N(Cc1ccccc1)S(=O)(=O)c1ccccc1)N1CCOCC1
  0.7	22%[57.1 µM]	1	2%	1%	-3	-16%	-0.9	-5%[57.1 µM]
17. O=C(/C=C/c1ccccc1)NNC(=O)c1cccc(Cl)c1
  0.4	24%	6	3%	3%	19	-11%	0.4	8%
18. Cc1ccc(NC2=C(Cl)C(=O)OC2OC(=O)c2ccc(C)cc2)cc1 (centres undefined)
  0.1	3%[57.1 µM]	5	8%	-8%	-16	-2%	-0.1	-2%[57.1 µM]
19. CCC(C)NC(=O)c1ccccc1NC(=O)CN(c1cc(C)ccc1OC)S(C)(=O)=O (centres undefined)
  0.7	13%	-13	13%	5%	12	-20%	1.0	-2%
20. COc1cc2c(C(=O)N(C)c3cc(Cl)ccc3OC)cn(CC(C)C)c(=O)c2cc1OC
  0.7	?	.	-3%	3%	-5	-20%	-0.2	-23%
21. CCOc1ccc(NC(=O)c2ccccc2NC(=O)CN2CCCCCC2)cc1
  -0.6	5%	22	-10%	5%	-5	-5%	-0.1	-6%[57.1 µM]
22. COC(=O)c1nn(-c2ccccc2)c(=O)cc1Oc1ccccc1
  -0.6	25%	16	6%	-4%	0	-4%	-0.1	3%
23. COc1ccc(S(=O)(=O)N(C)C[C@H]2Oc3ccc(NC(=O)c4ccncc4)cc3C(=O)N([C@H](C)CO)C[C@@H]2C)cc1
  .	6%	.	10%	0%	.	-23%	.	9%
24. COCCN1Cc2cccc(C(=O)Nc3c(C)cccc3C)c2C1=O
  .	14%	.	1%	1%	-9	-3%	0.0	3%
25. O=C(NCc1ccc(Cl)cc1)C(=O)c1cn(CC(=O)N2CCOCC2)c2ccccc12
  1.0	8%	0	2%	-9%	0	-14%	-0.1	-8%
26. COc1ccc(NC(=O)CN(C)C(=O)c2ccccc2OCC(=O)Nc2cccc(C(F)(F)F)c2)cc1
  -1.3	7%	4	-2%	-5%	18	-10%	-1.3	-3%
27. O=C(CSCc1ccc(Br)cc1)N1CCOCC1
  -2.4	18%	-9	5%	-8%	2	-8%	0.1	12%[57.1 µM]
28. COC(=O)CC(=O)CSc1nc2c(cc1C#N)CCC2
  -1.1	4%	5	4%	-2%	-1	-18%	0.4	35%[activator]
29. Cc1ncc(N=Nc2ccccc2)c(-c2ccccc2)n1
  -0.1	22%[57.1 µM]	-8	8%	-18%	-3	-7%	-0.3	-9%
30. O=C(CNC(=O)C1CCCCC1)NNC(=O)c1ccc(Cl)cc1Cl
  0.2	-1%	-27	0%	5%	1	-21%	0.1	-2%
31. C/C(N)=C(/C#N)C(=O)CSc1nc2ccccc2n1CC(C)C
  -0.6	-2%[57.1 µM]	-15	1%	0%	1	-1%	-0.2	-9%[57.1 µM]
32. Oc1ccccc1-c1nc(N2CCN(Cc3ccccc3)CC2)c2ccccc2n1
  0.1	?	5	0%	-10%	-6	-9%	0.5	-9%
33. COc1ccc(-n2cc(-c3ccccc3)c3c(=O)[nH]cnc32)cc1
  -1.3	1%[57.1 µM]	0	2%	1%	-1	-2%	-0.8	2%[57.1 µM]
34. Cc1ccc(OCC(O)CN2CCOCC2)cc1C (centres undefined)
  -0.6	19%	5	-3%	0%	0	-8%	0.4	-1%
35. CCOc1ccccc1NC(=O)NNC(=O)CCc1ccc(OC)cc1
  -0.6	9%	-8	2%	-16%	4	-9%	-1.6	0%
36. O=c1[nH]c(CN2CCN(c3ccccc3O)CC2)nc2ccccc12
  -0.4	-6%	9	-1%	-2%	0	-2%	0.2	2%
37. COC(=O)N1CC(c2ccccc2)CC1=O (centres undefined)
  2.6	-8%	1	7%	-2%	13	2%	-0.4	-6%
38. Cc1cc(OCC(=O)OCC(=O)NCc2ccco2)ccc1Cl
  -0.1	8%	15	-3%	2%	10	-20%	-0.6	-4%[57.1 µM]
39. COc1ccc(C2CC(=O)c3c([nH]c(C(=O)OCCOc4ccccc4)c3C)C2)cc1OC (centres undefined)
  0.2	11%	.	-17%	-7%	3	-15%	-0.8	1%
40. Cc1ccc(NC(=O)c2cc(S(=O)(=O)N3CCCCC3)c[nH]2)cc1F
  -0.2&1.0	10%&16%	-22	-5%&10%	4%&-1%	1&-5	8%&4%	1.1&1.1	7%&11%
41. COc1cc(/C=N/NC(=O)c2ccc(N)cc2)ccc1OC(=O)c1cccc(C)c1
  1.1	-10%	16	-1%	3%	-5	-7%	0.1	-6%
42. O/N=C(/CN(O)/C=C1/C=CC=N1)c1cccs1
  1.8	-11%	7	2%	1%	-3	-13%	0.7	-13%
43. O=C(Nc1ccnn1C1CCN(CCCc2ccccc2)CC1)c1ccccc1Cl
  80*	-9%	88*	5%	-3%	4	-1%	0.5	-10%
44. Cn1nc2c3ccccc3n(Cc3ccc(F)cc3)c2nc1=S
  0.3	15%	1	-10%	4%	-1	5%	0.1	1%
45. COc1ccc2oc(C(=O)OCC(=O)N(C)CC(=O)Nc3ccc(F)cc3)c(C)c2c1
  0.1	2%	-12	-3%	3%	-10	-16%	-0.3	31%[activator]
46. O=S(=O)(O)C(c1ccccc1)C1(O)CCCCC1 (centres undefined)
  .	24%[57.1 µM]	.	5%	-4%	.	2%	.	4%[57.1 µM]
47. O=C(NCC(=O)N(Cc1cccs1)C(C(=O)NC1CCCC1)c1ccncc1)c1ccco1 (centres undefined)
  -2.3	-10%	0	1%	3%	0	-22%	-0.3	5%
48. COc1ccc(NS(=O)(=O)N2CCCCC2)cc1
  .	17%	.	-3%	-9%	.	-11%	.	-6%[57.1 µM]
49. COc1cc(=O)[nH]c(SCC(=O)Nc2nc3c(s2)CCCC3)n1
  1.1	4%[57.1 µM]	0	18%	-4%	0	-22%	-0.5	7%[57.1 µM]
50. O=C(Cc1cccs1)Nc1nc(-c2ccc(F)cc2F)cs1
  0.3	6%	-14	4%	2%	6	-5%	0.2	-10%

Values by screen from the list:
Nos. 42–50 in Pin1 inh, in turn: 1%, -3%, 4%, 3%, -4%, 3%, -9%, -4%, 2%
Nos. 42–50 in rTrxR1 inhibitor, in turn: -11%, -9%, 15%, 2%, 24%[57.1 µM], -10%, 17%, 4%[57.1 µM], 6%
